Fam108B counter: mouse Fam108B serine hydrolase inhibitors, primary screen, counter-screen for RBBP9 inhibitor project, biochemical, fluorescence polarization | recombinant Fam108B, FP-Rh probe fluorescence polarization | inhibition, % at 9.51 µM | 300,000 tested, 0.33% active | AID 1947, 2009;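 active = inhibition above the screen mean inhibition plus 3 SD, computed separately per campaign, cut at about 18% in these data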;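 note: inhibitors lower polarization as less probe binds the enzyme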
GSTO1 inh: inhibitors of recombinant GSTO1, primary screen, counter-screen for RBBP9 inhibitor project, biochemical, fluorescence polarization; 300,000 tested, 1.1% active; Glutathione S-transferase omega-1 (Homo sapiens), P78417; inhibition, % at 5.96 µM; activity-based probe fluorescence polarization;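 active = inhibition above the campaign mean inhibition plus 3 SD, cut at about 35% in these data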;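 note: 0% = GSTO1-1 with DMSO and 100% = wells lacking GSTO1-1 enzyme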
Target sequence (P78417 whole entry, looked up): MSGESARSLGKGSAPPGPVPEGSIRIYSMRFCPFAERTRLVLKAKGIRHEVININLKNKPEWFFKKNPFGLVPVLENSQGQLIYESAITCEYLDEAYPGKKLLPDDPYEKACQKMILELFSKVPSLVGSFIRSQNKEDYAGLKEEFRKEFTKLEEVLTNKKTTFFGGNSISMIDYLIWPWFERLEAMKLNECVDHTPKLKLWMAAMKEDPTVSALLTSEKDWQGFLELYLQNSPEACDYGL
PME-1 inh: PME-1 inhibitors via competitive probe labeling, primary screen, biochemical, fluorescence polarization, FP-Rh probe, HTS | 320,000 tested, 0.53% active | inhibition, % at 5.9 µM | recombinant PME-1 | Protein phosphatase methylesterase 1 (Homo sapiens), Q9Y570;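 active = inhibition above the campaign mean of all compounds plus 3 SD, cut at about 26% in these data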;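 note: competitive labeling of PME-1 active site by serine hydrolase directed probe; 0% = PME-1 with DMSO and 100% = wells lacking PME-1 enzyme; inhibitors block probe labeling so polarization falls and inhibition rises; many of its hits are not listed in these tables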
PAFAH1B2 inh: PAFAH1B2 enzyme inhibitors, primary screen, biochemical, fluorescence polarization, human | recombinant PAFAH1B2, FP-rhodamine activity probe | inhibition, % at 3.39 µM | 340,000 tested, 1.2% active;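 active = inhibition above the mean of all tested compounds plus 3 SD, cut at about 24% in these data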;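 note: 0% = enzyme with DMSO and 100% = wells lacking PAFAH1B2; many of its hits are not listed in these tables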
Target sequence (P68402 whole entry, looked up): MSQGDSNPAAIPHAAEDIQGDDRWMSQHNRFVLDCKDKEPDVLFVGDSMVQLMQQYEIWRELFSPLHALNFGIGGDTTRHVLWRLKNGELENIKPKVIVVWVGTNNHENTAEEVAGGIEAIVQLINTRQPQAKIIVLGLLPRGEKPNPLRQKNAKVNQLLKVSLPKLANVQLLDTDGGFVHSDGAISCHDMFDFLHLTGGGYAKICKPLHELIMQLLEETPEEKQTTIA
PAD4 inh: human PAD4 inhibitors, primary screen, biochemical, fluorescence polarization, 1536-well format; recombinant PAD4, RCA probe fluorescence polarization; AID 485272, 2010; inhibition, % at 6.36 µM; 330,000 tested, 0.41% active;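 active = percent inhibition above a cutoff equal to the mean of all tested compounds plus 3 SD, cut at about 15% in these data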;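 note: 0% = PAD4 with RCA probe and DMSO and 100% = probe without PAD4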
PAFAH1B3 FP inh: PAFAH1B3 enzyme inhibitors, primary screen, biochemical, fluorescence polarization, human | 340,000 tested, 0.28% active | AID 492972, 2010 | Platelet-activating factor acetylhydrolase IB subunit alpha1 (Homo sapiens), Q15102 | inhibition, % at 3.39 µM | recombinant PAFAH1B3, FP-rhodamine probe;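 active = inhibition above the screen-wide average of all tested compounds plus 3 SD, cut at about 25% in these data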;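 note: 0% = enzyme with DMSO only and 100% = wells lacking PAFAH1B3 protein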
Target sequence (Q15102 whole entry, looked up): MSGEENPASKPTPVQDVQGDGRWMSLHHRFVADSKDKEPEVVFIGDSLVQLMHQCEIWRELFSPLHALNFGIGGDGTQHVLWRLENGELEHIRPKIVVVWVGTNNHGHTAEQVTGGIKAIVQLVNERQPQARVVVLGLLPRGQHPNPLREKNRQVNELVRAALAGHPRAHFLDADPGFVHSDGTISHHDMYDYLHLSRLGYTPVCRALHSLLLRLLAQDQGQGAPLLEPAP
PAFAH2 FP inh: PAFAH2 enzyme inhibitors, primary screen, biochemical, fluorescence polarization, human; 340,000 tested, 0.99% active; inhibition, % at 3.39 µM; Platelet-activating factor acetylhydrolase 2, cytoplasmic (Homo sapiens), Q99487; recombinant PAFAH2, FP-rhodamine activity probe;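 active = inhibition above the mean over all tested compounds plus 3 SD, cut at about 30% in these data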;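 note: inhibitors block probe labeling of enzyme so polarization drops; 0% = enzyme with DMSO and 100% = wells lacking PAFAH2 protein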
pPAFAH FP inh: pPAFAH enzyme inhibitors, primary screen, biochemical, fluorescence polarization, human | Platelet-activating factor acetylhydrolase (Homo sapiens), Q13093 | recombinant pPAFAH, FP-rhodamine probe fluorescence polarization | inhibition, % at 3.39 µM | 330,000 tested, 1.5% active;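 active = inhibition above the mean inhibition across the screen plus 3 SD, cut at about 25% in these data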;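 note: inhibitors block binding of the rhodamine activity-based probe so polarization drops; 0% = enzyme with DMSO and 100% = wells lacking pPAFAH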
LYPLA1 inh: LYPLA1 inhibitors, primary screen, counter-screen for PME1 inhibitor project, biochemical, fluorescence polarization, FP-Rh probe ABPP | Acyl-protein thioesterase 1 (Homo sapiens), O75608 | recombinant LYPLA1 | inhibition, % at 5.9 µM | 320,000 tested, 0.16% active | AID 2174, 2009;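 active = inhibition above the mean of all tested compounds plus 3 SD, set per campaign, cut at about 14% in these data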;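 note: inhibitors block serine hydrolase probe labeling of LYPLA1 so polarization falls; 0% = enzyme with DMSO and 100% = wells lacking LYPLA1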
Target sequence (O75608 whole entry, looked up): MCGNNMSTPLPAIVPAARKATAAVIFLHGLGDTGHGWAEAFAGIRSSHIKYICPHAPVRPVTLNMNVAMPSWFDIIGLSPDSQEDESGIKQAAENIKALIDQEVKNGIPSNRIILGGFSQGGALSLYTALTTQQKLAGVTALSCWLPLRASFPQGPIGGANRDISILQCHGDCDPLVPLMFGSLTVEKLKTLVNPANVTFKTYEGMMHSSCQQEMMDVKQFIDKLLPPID
Starred values were filed as active, the others as inactive; . = not tested or not shown. These rows are one share of the data, so the mix of outcomes need not match the whole.

SMILES	Fam108B counter	GSTO1 inh	PME-1 inh	PAFAH1B2 inh	PAD4 inh	PAFAH1B3 FP inh	PAFAH2 FP inh	pPAFAH FP inh	LYPLA1 inh
CC(C)(C)OC(=O)C[C@@H]1C/C=C\C[C@H](CC(=O)NCCO)C(=O)N[C@H](Cc2ccccc2)COC1=O	.	.	.	1.2	-4.1	8.7	1.4	0.9	.
O=C1CC(NCc2ccco2)C(=O)N1CCc1ccccc1 (stereo not drawn)	1.4	6.2	-4.6	-3.0	3.5	-2.3	-2.6	9.5	3.4
CCCCNC(=O)Cn1cnc2c(cnn2-c2ccc(C)c(C)c2)c1=O	0.3	-2.9	-3.1	-1.7	-3.5	-0.6	2.1	0.8	-1.6
O=C(COC(=O)c1cc[n+]([O-])cc1)NCc1ccccc1Cl	-1.5	-2.1	5.7	4.0	-8.3	3.5	-8.8	0.8	0.6
C=CCn1c(OCc2ccccc2)n[nH]c1=S	-1.9	3.4	-0.8	1.2	1.2	-7.3	3.8	0.7	-1.7
Cn1nc([N+](=O)[O-])nc1Sc1nnnn1-c1cccc(C(=O)O)c1	-2.7	-9.0	2.9	6.1	-3.8	1.5	-1.2	0.0	0.2
CC(=O)N(C1=C(Cl)C(=O)c2ccccc2C1=O)C1CCCCC1	3.5	55.8*	9.3	4.3	17.2*	33.0*	4.9	0.9	0.9
O=S(=O)(c1ccc(Cl)c(NC(=S)Nc2cccc(O)c2)c1)N1CCOCC1	2.1	3.2	5.0	-2.1	-5.1	15.9	-2.3	7.4	-1.2
Cc1cc(N=Cc2c(O)ccc3cc(Br)ccc23)no1	2.6	46.2*	5.0	8.1	-5.5	9.6	-2.9	10.4	0.1
O=C1c2ccccc2C(=O)N1CCCCN(C(=O)c1ccc(Cl)s1)c1ccc(Cl)cc1	3.4	-2.0	-6.9	-2.5	-0.6	5.3	-7.3	1.4	-3.0
Cn1cc(CCCC(=O)NCc2ccccc2)c2ccccc21	2.3	2.3	-1.2	-5.8	2.6	8.7	3.9	5.2	-4.1
COc1ccc(C)cc1NC(=O)Nc1ccc(C(=O)N2CCCC2)cc1	0.1	2.0	-5.6	4.0	-6.2	4.0	0.0	5.8	0.7
Cc1c(C(=O)NC2CCCc3ccccc32)oc2ccc(S(=O)(=O)N3CCOCC3)cc12 (stereo not drawn)	-0.6	-5.3	1.5	0.3	-2.4	1.2	4.9	2.6	1.5
CC(=O)Nc1ccc(Nc2nc(-c3ccccc3)nc3ccccc23)cc1	8.3	-6.0	2.9	6.1	-3.3	21.9	0.0	27.8*	-12.0
Cc1ccc(C)c(S(=O)(=O)ON2C(=O)c3ccccc3C2=O)c1	4.8	2.0	2.2	-2.8	-7.5	-0.7	5.9	7.2	1.6
CCn1ccnc1CN(C)Cc1nc(-c2ccccc2)no1	-2.5	14.9	-3.0	4.7	-4.2	-8.2	-1.2	4.8	-1.1
O=C(NCc1ccccc1)c1ccc(F)c(F)c1	4.7	-2.1	-3.1	-0.3	-0.2	-3.9	-6.8	3.6	5.4
COCCn1c(SCC(=O)/C=C2\N(C)c3ccccc3C2(C)C)nnc1-c1ccncc1	4.2	16.2	-5.8	-7.5	-13.2	-7.8	-13.5	-2.6	-6.7
COc1ccc(NC(=O)C(=O)NCC2CCCN2S(=O)(=O)c2ccc(C)cc2)cc1 (stereo not drawn)	-2.4	-4.1	5.0	1.3	5.0	1.9	4.2	6.3	2.6
Cn1c(SCC(=O)NNC(=O)Cc2ccccc2)nnc1-c1ccc(Cl)cc1	-0.6	-2.9	2.4	1.9	-2.9	-0.2	8.8	9.9	1.3
C#CCOCCOCCOCCNc1nc(N2CCN(C(=O)[C@H]([C@@H](C)CC)n3cc([C@@H](N)CO)nn3)CC2)nc(N2CCN(C(=O)[C@H](CCCCN)n3cc([C@@H](N)CO)nn3)CC2)n1	.	.	.	2.0	-7.8	10.2	10.4	-1.6	.
Cc1csc2nc(O)c(C(=O)NCCCN3CCCC3=O)c(=O)n12	2.9	-1.7	1.5	-5.0	2.4	0.3	1.0	4.8	3.7
C=CCC(NCCCO)c1cccc(OC)c1OC (stereo not drawn)	-6.2	3.1	-8.2	0.2	-0.4	1.8	5.8	8.0	0.0
Cc1ccc(C(=O)COC(=O)c2cc(=O)[nH]c3ccccc23)cc1	-7.1	0.4	-5.9	5.4	-6.2	6.7	4.6	6.6	-1.6
NS(=O)(=O)c1ccc(Nc2nc(-c3ccc(F)cc3)cs2)cc1	3.0	-0.1	7.0	.	-4.9	.	.	14.0	-3.9
Cc1ccnc(SCC(=O)NC2CC2)n1	4.5	12.9	0.8	4.5	2.1	1.8	5.5	5.3	0.1
CC1=Nc2nc(N3CCCCCC3)c(C#N)c3c4c(nc(c23)N1)N(c1ccc2ccccc2c1)C(=O)C4	6.3	21.6	22.7	7.1	-5.0	4.4	23.2	59.1*	-4.5
CCCCNS(=O)(=O)c1ccc(NS(=O)(=O)c2c(C)cc(C)cc2C)cc1	-0.8	-1.7	5.2	1.9	-1.2	-0.4	-2.6	6.8	-2.6
Cn1nc(Cc2n[nH]c(=S)n2C)c2ccccc2c1=O	-6.2	-7.2	-4.5	3.5	0.4	-2.1	3.4	2.4	-0.9
Cc1cccc(NC(=O)CCNS(=O)(=O)c2cccc3nsnc23)c1C	-0.4	1.3	0.3	-2.1	0.1	-2.8	0.9	2.1	-2.2
NC(=O)C1CCN(CC(O)CSc2ccccc2)CC1 (stereo not drawn)	-0.2	-3.4	0.6	2.7	5.3	-1.0	0.5	5.8	-1.5
CC1(C)CC(=NOC(=O)c2ccccc2)CC(C)(C)N1	-1.3	-4.6	-4.8	1.6	-3.2	-1.1	-4.4	4.7	-1.2
Cc1cc(S(N)(=O)=O)c(N)c(S(N)(=O)=O)c1	1.9	-4.1	-7.8	3.8	-6.9	8.5	3.2	-3.6	-0.7
Cc1ccc(N(CC(=O)NCc2ccco2)C(=O)CCC(=O)Nc2ccccn2)c(C)c1	2.0	6.4	-4.9	3.2	-5.1	-1.9	4.2	3.2	-1.3
C/C=C(/C)C(=O)Nc1cccc(C2=NOC3(C2)C[C@@H](C(N)=O)N(C(=O)CCCCC)C3)c1 (stereo partly drawn)	4.1	3.2	3.0	-2.0	1.4	-2.1	6.3	0.5	1.1
CCOc1ccc(NC(=O)CCCCn2c(=O)[nH]c3ccsc3c2=O)cc1	-2.5	-3.1	1.5	-1.2	0.9	3.0	-0.5	6.9	-0.8
Cc1cccc(NC(=O)c2c(C)nc3ccccn23)c1	1.6	-3.4	2.3	2.4	-1.3	12.1	-7.4	2.9	-5.1
O=C(O)CN1C(=O)/C(=C\c2cccc(OCc3ccccc3F)c2)SC1=S	4.1	26.9	0.0	11.6	1.1	9.8	10.6	-13.6	0.1
C/C(N)=C(/C#N)C(=O)COC(=O)CNS(=O)(=O)c1c(F)cccc1F	-6.0	1.8	-5.1	-0.5	-4.4	3.0	1.9	-4.5	0.6
O=C(CSc1nnc(-c2ccc(F)cc2)c2ccccc12)NCC1CCCO1 (stereo not drawn)	-3.1	-22.8	-0.9	-4.7	3.5	-1.0	-0.2	7.5	-1.9
Cc1ccc(N(C)S(=O)(=O)c2ccc(C)cc2)cc1	8.2	4.0	-1.4	8.1	-0.7	9.0	10.3	-2.1	0.5
O=C(c1ccc(Br)s1)N1CCN(c2ccccn2)CC1	-0.1	3.9	5.9	0.6	-4.5	-1.5	1.2	-1.1	-0.7
C/C(=N/OCO/N=C(\C)c1ccccc1F)c1ccccc1F	1.5	4.6	-6.1	7.5	-2.7	-4.7	-3.6	5.5	-1.8
COC(=O)c1oc2ccc(OC)cc2c1N	2.7	-1.5	-0.7	2.4	-3.7	9.0	-3.6	5.5	1.2
COc1cc(/C=N/NC(=O)c2ccoc2C)cc(OC)c1OC	3.4	0.5	-1.1	2.9	-0.3	2.4	-5.8	11.3	0.8
COCCNC(=O)C(c1ccc(OC)cc1)N(CCOC)C(=O)CCC(=O)Nc1nccs1 (stereo not drawn)	-6.6	1.0	6.0	1.9	1.2	6.8	-6.7	2.5	-1.1
COc1ccc(CCNC(=O)c2ccc3nc(N4CCCCC4)sc3c2)cc1OC	-1.0	1.3	0.3	5.8	-1.4	-2.4	1.2	-4.0	-2.1
O=C(CSc1nnc(SCc2ccc(Cl)cc2)s1)N1CCN(C(=O)c2ccco2)CC1	-2.5	4.0	-3.8	12.2	0.4	-7.0	12.7	7.3	-2.8
CCC1CCc2sc(C(=O)N(C)CC(=O)Nc3cccc(OC)c3)cc2C1 (stereo not drawn)	.	.	-8.2	6.0	-1.9	12.5	-3.5	2.5	-5.0
Cc1[nH]nc(N=CC2=C(O)CC(C)(C)CC2=O)c1-c1ccc(Cl)cc1	-2.8	1.9	1.6	17.5	-1.1	1.6	-5.4	1.6	-3.6
COc1ccc(/C=C2/C(=O)ON=C2C)cc1Br	-4.7	-8.3	3.4	-0.2	-2.7	9.5	-3.8	5.2	2.6
CSc1sc2ccccc2[n+]1CCCS(=O)(=O)[O-]	4.6	-3.4	-0.1	0.5	-8.3	-4.9	5.3	-1.5	-2.2
COC(=O)c1ccc(NC(=O)COc2ccc(S(=O)(=O)NC(C)C)cc2)cc1	-4.6	6.8	-12.1	-3.5	-3.1	11.2	-0.7	-1.6	0.2
CCN(CCS(=O)(=O)c1ccc(Br)cc1)Cc1nc2ccccc2c(=O)[nH]1	.	.	.	16.3	-9.7	1.9	3.4	-1.8	.
CCCCS(=O)(=O)N1CCN(S(=O)(=O)c2cccs2)CC1	1.1	0.1	0.4	2.0	1.1	-2.4	-7.4	7.5	-2.5
Cc1ccc(NC(=O)COC(=O)C2CCC2)cc1S(=O)(=O)N1CCCCC1	1.4	-5.2	-1.3	0.7	-3.1	4.8	13.0	4.0	-0.9
Cc1[nH]c(C)c(S(=O)(=O)N(C)Cc2ccccc2)c1C(=O)N1CCCCC1	-1.4	-0.1	-5.7	5.2	-5.3	4.4	2.2	3.0	-2.2
NS(=O)(=O)c1ccc(CCNc2ncnc3sccc23)cc1	-2.6	-3.2	-0.4	3.6	3.6	-2.3	-0.3	6.5	0.4
Cc1nn(C)c(=O)n1N(C)c1ncc(C(F)(F)F)cc1Cl	6.8	12.5	4.0	-6.3	1.8	6.8	-2.6	-6.5	-0.7

Records above marked active in PAD4 inh:
Molecule	PME-1 inh	PAFAH1B2 inh	PAD4 inh	PAFAH1B3 FP inh	PAFAH2 FP inh	pPAFAH FP inh
CC(=O)N(C1=C(Cl)C(=O)c2ccccc2C1=O)C1CCCCC1	9.3	4.3	17.2*	33.0*	4.9	0.9
